Compound activity deposited in PubChem BioAssay by Fisher Drug Discovery Resource Center.
mcGAS MS inh = inhibitors of Mus musculus cyclic GMP-AMP synthase, initial high-throughput assay, cell-free, RapidFire MS. recombinant mouse cGAS, cGAMP by RapidFire MS. inhibition, % at 12.5 µM. actives 0.18% (n = 130,000). AID 1259397, 2018;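 active means inhibition of cGAS enzyme activity at or above 60%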;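 further: enzyme stimulated by 45 bp dsDNA with ATP and GTP substrates; cGAMP share of summed cGAMP plus half ATP and half GTP signals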
Target sequence (Q8C6L5 whole entry, looked up): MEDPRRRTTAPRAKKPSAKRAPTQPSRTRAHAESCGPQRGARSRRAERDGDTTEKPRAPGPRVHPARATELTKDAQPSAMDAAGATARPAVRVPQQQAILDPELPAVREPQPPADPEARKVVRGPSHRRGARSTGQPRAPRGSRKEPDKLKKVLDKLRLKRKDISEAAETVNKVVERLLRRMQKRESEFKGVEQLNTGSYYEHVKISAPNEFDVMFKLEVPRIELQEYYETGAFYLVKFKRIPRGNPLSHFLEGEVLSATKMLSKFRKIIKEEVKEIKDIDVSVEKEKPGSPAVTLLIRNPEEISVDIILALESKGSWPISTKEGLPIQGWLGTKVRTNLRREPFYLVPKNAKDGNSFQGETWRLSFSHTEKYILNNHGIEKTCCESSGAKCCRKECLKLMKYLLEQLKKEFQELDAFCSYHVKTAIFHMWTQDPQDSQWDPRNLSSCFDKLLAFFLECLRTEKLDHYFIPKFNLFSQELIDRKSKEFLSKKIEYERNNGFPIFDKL
Active calls of the source: *; & = joins results of further samples. Some of the compounds tested; rates above refer to the full screens.

canonical_smiles | mcGAS MS inh
Cc1ccc(-c2nnc(CNCC3CCCN(S(C)(=O)=O)C3)o2)n1C (stereo not given) | -21&-1
O=C(Nc1cc(-c2cc3ccccc3o2)[nH]n1)C1CC1 | 14
Cc1cc2c(cc1C)OC(C(=O)Nc1n[nH]c(-c3ccoc3)n1)C2 (stereo not given) | -17
O=S(=O)(NCc1ccccc1)NCc1ccc(-c2ccccn2)s1 | 1
CNc1ncccc1C(=O)N(CC#Cc1ccccc1)C1CCCC1 | -7
Cc1ccccc1C(=O)Nc1ccnn1C1CCN(C(=O)NC(C)(C)C)CC1 | -2
O=C(CSc1nnnn1C1CC1)NN1C(=O)NC2(CCCCC2)C1=O | -3
COCc1c(C(=O)N2CC[C@@H](c3ccc4c(c3)OCO4)[C@H](O)C2)noc1C | -33
O=[N+]([O-])c1cc2c(cc1C=Nc1ccc(Cl)cc1C(F)(F)F)OCO2 | -2
Cc1cccc(Cn2cnc3c(nnn3Cc3ccc(Cl)cc3)c2=O)c1 | 4
CC(=O)[C@@H]1[C@@H](c2ccccc2I)C(C#N)(C#N)[C@H]2C=Cc3ccccc3N12 | 6
Cc1nn(CC(=O)NC2CCCC2)c(=O)c2c1cnn2-c1ccccc1 | -5
COc1ccc(CC(N)c2csc(Nc3cnccn3)n2)cc1 (stereo not given) | -12
CCn1c(CC2CCN(C(=O)CCN3CCCCO3)CC2)nn(C)c1=O | -27
CCOc1ccc(OCCCOc2ccc([N+](=O)[O-])cc2)cc1 | -9
CCc1ncc2c(n1)CN(C(=O)c1cccc3cc(C)oc13)C2 | -15
CCOC(=O)Nc1nc(CC(=O)NCCn2nc(-c3ccco3)ccc2=O)cs1 | -15
O=C1CC(C(=O)N2C[C@@H]3[C@H](C2)[C@H]2CC[C@@H]3O2)c2cc(F)ccc2N1 (stereo not given in full) | 6
CCNc1ncc(CN2CCCN(C(=O)c3ccco3)CC2)cn1 | 0
COc1ccc(C(=O)N2CCCC(C(=O)Nc3ccc(-c4cccc(F)c4)cc3)C2)o1 (stereo not given) | 0
Cc1nnc(NCC(O)c2ccccc2F)c(C#N)c1C (stereo not given) | -13
CC(C)(CO)NS(=O)(=O)c1ccc2c(c1)C(=O)c1cc(S(=O)(=O)NC(C)(C)CO)ccc1-2 | -5
Cc1ccc(-n2nc(-c3ccccc3Cl)cc2C(=O)O)cc1 | 0
Cc1nc(N2CCN(c3ncccn3)CC2)c2c3c(sc2n1)CCCC3 | 5
CC(C)c1nc(CS(=O)(=O)c2nc3cc(Cl)ccc3s2)no1 | 6
Cc1ccc(C(CC(=O)O)c2c[nH]c3ccccc23)c(C)c1 (stereo not given) | -1
COc1ccc([N+](=O)[O-])cc1N1C(=O)C2C3C=CC(C3)C2C1=O (stereo not given) | -4
CCN(C)C(=O)C1=COC2=NC(=O)N(Cc3ccccc3C(F)(F)F)CCN12 | -7
Cc1ccc(NC(=O)C(C)n2cccc2)cc1C (stereo not given) | 0
COc1ccc2cc(C(C)C(=O)N3CCC4(CC3)NC(=O)NC4=O)ccc2c1 (stereo not given) | -17
CC1CCC2(CC1)Nc1ccccc1CO2 (stereo not given) | -3
O=c1[nH]cnc2c1nnn2-c1ccc(Br)cc1 | 7
Cc1nc2c(=S)[nH]nc(-c3ccccc3)c2s1 | -5
Cc1cc(CNC(=O)Nc2c(C)cccc2C(C)C)ccc1F | -21
O=C(NCc1cccnc1N1CCN(c2ccccn2)CC1)C1CCCC1 | -3
Cc1cc(O)ccc1C(=O)O | -1
CCCCN=C1SCC(c2cc(C)n(Cc3ccco3)c2C)=NN1C | -1
O=C(NCc1cccs1)c1cccs1 | -6
CCCn1c(C)c(C)n2c3c(=O)n(CCOC)c(=O)n(C)c3nc12 | -4
CCOc1ccc(-c2ccnc(N(CC)CC)n2)cc1C(=O)O | -8
CN(C)c1ccc(NC(=O)CSc2n[nH]c(CC3CCCC3)n2)cc1 | -7
Cc1sc2ncnc(N3CCC(C(=O)N4CCCCC4)CC3)c2c1C | -3
COc1cc(-c2ccc(SCC(N)=O)nn2)cc(OC)c1OC | -10
CC(NC(=O)N1CCc2ccccc21)c1ccc(-c2cncnc2)cc1 (stereo not given) | 2
COc1cccc(CNc2nc(NC(C)C)nc3ccsc23)c1OC | 5
CCOc1ccc(OCC)c(NC(=O)c2cnc3n[nH]c(C)c3c2)c1 | 4
CCN=c1scc(C)n1N=Cc1ccc(O)c(O)c1O | 24
Cc1c(/C=C/C(=O)NC2C3CC4CC(C3)CC2C4)cnn1C (stereo not given) | -10
O=C(C1CCCN1Cc1cnc2ccccn12)N1CCCC2CCCCC21 (stereo not given) | -3
CN1C(=O)c2cccc3c(Cl)cc(Cl)c1c23 | -41

The results go on.
canonical_smiles | mcGAS MS inh
COCCN1CCCC2(CCN(Cc3cccc4nonc34)C2)C1 (stereo not given) | -5
CCCCc1nnc2n1NC(c1ccc(Cl)cc1)S2 (stereo not given) | -3
O=C(Cc1n[nH]c(=O)c2ccccc12)NCCCCOc1ccc(F)cc1 | 0
CNCCCC12CCC(c3ccccc31)c1ccccc12 | -5&0&0&8
CC(C)(NS(=O)(=O)c1cccc(Cl)c1F)c1ccccc1 | -3
Cc1[nH]ncc1CCCNC(=O)Nc1ccc(Cl)c(Cl)c1 | 1
O=C(NC12CC3CC(CC(C3)C1)C2)C1(c2ccccc2)CC1 | 12
O=S(=O)(c1cccs1)N1CCN(CCc2ccccc2)CC1 | -4
CCN(CC)S(=O)(=O)c1cc(C)c(C)cc1Br | -5
COc1ccc(OC)c(NC(=O)c2c(-c3ccccc3Cl)noc2C)c1 | 0

The closing five records of the part before are carried over, then new ones follow:
canonical_smiles | mcGAS MS inh
Cc1[nH]ncc1CCCNC(=O)Nc1ccc(Cl)c(Cl)c1 | 1
O=C(NC12CC3CC(CC(C3)C1)C2)C1(c2ccccc2)CC1 | 12
O=S(=O)(c1cccs1)N1CCN(CCc2ccccc2)CC1 | -4
CCN(CC)S(=O)(=O)c1cc(C)c(C)cc1Br | -5
COc1ccc(OC)c(NC(=O)c2c(-c3ccccc3Cl)noc2C)c1 | 0
COc1ccc(-n2ncc3c2CC(C)(C)CC3NC(=O)CN2CCOC2=O)cc1 (stereo not given) | -6
Cc1ccccc1C1(CNC(=O)c2ccccc2)CCOCC1 | -15
Cc1noc2ccc(CN3CCC(c4cc(CC(=O)O)[nH]n4)CC3)cc12 | -18
c1cc2c(cc1CN1COc3cc4c(cc3C1)OCN(Cc1ccc3c(c1)OCO3)C4)OCO2 | -4
CNc1cncc(-c2c(C)cccc2C)n1 | -7
Cc1ccc(NC(=O)C2(C)CCN2Cc2ccc(-c3ccccc3)o2)cc1O (stereo not given) | -9
CC(=O)N(C(C)=O)c1c(-c2ccccc2)nnn1-c1ccccc1 | -5
COC(=O)C(NC(=O)C12CC3(C)CC(C)(CC(C)(C3)C1)C2)C(C)C (stereo not given) | -8
O=C(Cc1c[nH]c2ccccc12)NNS(=O)(=O)c1cccc(F)c1 | 2
CC1Oc2ccc(NC(=O)CCc3cccs3)cc2NC1=O (stereo not given) | 5
N#Cc1cc(NCCC(=O)NCc2ccncc2)nc2ccccc12 | 1
O=C(NC(C1CC1)C1CC1)N1CCCC(c2nc3ccccc3o2)C1 (stereo not given) | -6
CCc1ccccc1N1C(=O)N(Cc2cc(OC)ccc2C(=O)OC)c2ccccc2S1(=O)=O | -6
COc1ccc(Br)cc1-c1nnc2n(CCC(C)C)c3c(=O)[nH]c(=O)n(C)c3n12 | -8
O=C(O)c1ccccc1-c1nccc(C2CCCC2)n1 | -9
Cc1cccc(CN(Cc2ccccc2)Cc2ncc[nH]2)n1 | -3
CCN(CC)C(=O)[C@@H]1C[C@H](N)CN1C(=O)c1c[nH]n2ccnc12 | -9
CNC1(c2ccccc2Cl)CCC/C(=C/c2cccs2)C1=O (stereo not given) | -8
CCC(C(=O)NCc1nccc(N)n1)c1ccccc1 (stereo not given) | -15
CCOC(=O)C1(Cc2ccc(OC)cc2)CCN(C(=O)CCCn2cncn2)CC1 | 8
CN(C)C(=O)c1cc(-c2cnc(-c3ccccn3)nc2)nc2cc(F)ccc12 | -12
Cc1nc(CNc2cccc3c2CCCC3)no1 | -5
O=C(NCCCCN1C(=O)CSC1=O)c1csc(-c2ccc(Cl)cc2)n1 | -5
Cc1nn(C)cc1CN(C)C(=O)c1ccccc1C(F)(F)F | -2
CCc1ncc(CN2CCCC(C(=O)Nc3cccc(-c4cc5ccccc5[nH]4)c3)C2)cn1 (stereo not given) | -3
Cc1ccc(C(=O)N2CCCCC2CCn2ccnc2)cc1NC(=O)C1CC1 (stereo not given) | -5
O=C(c1ccc2c(c1)OCCCO2)N1CCC(Nc2ccc(F)cc2)CC1 | -4
Cc1nccn1-c1cc(CNc2ccc(Cl)cc2C#N)ccn1 | 9
O=c1[nH]cnc2cc(F)c([N+](=O)[O-])cc12 | -2
COCCn1c(=NC(=O)c2cc(C)n(C)n2)sc2cc(F)cc(F)c21 | -9
Cc1cccc(NC(=O)CSc2nc(=O)n3cc(Cl)ccc3n2)c1 | -6
Cc1cc(NC2CCCCCCC2)nc(-c2ccncc2)n1 | -2
CC(C)(CN1CCOCC1)CN1CCC2(CCCN(Cc3ccc(F)cc3)C2)C1 (stereo not given) | -8
CN1CCN(C(=O)C2=COC3=NC(=O)N(Cc4ccccc4C(F)(F)F)CCN23)CC1 | -7
O=C(NCC(F)(F)F)c1cn(-c2ccc(Br)cc2)nn1 | -11
COc1cccc(CC2CN(C(=O)CCn3c(C)cccc3=O)CCO2)c1 (stereo not given) | 5
CCOC(=O)c1sc(N)c(C#N)c1COC(=O)C12CC3CC(CC(Br)(C3)C1)C2 | 16
O=C(CCc1c[nH]c2ccccc12)N1CCN(Cc2cc(=O)n3ccccc3n2)CC1 | -10
COC(=O)CN1CC2(CCN(C(=O)CCc3ccccc3O)CC2)OC1=O | 1
N#Cc1c(N)nc2c(c1-c1ccncc1)CCCCC2 | 8
CCCCN(C)S(=O)(=O)NCc1cccc(N2CCCC2=O)c1 | 13
CCn1c(C2CCN(C(=O)c3cc4c(s3)CCCC4)CC2)nn(C)c1=O | -37
CCC1CN(C(=O)c2cc3ncccn3n2)CCC(=O)N1Cc1ccccc1 (stereo not given) | -4
CC(Nc1cncc(Cl)n1)c1ccc(N2CCOC2=O)cc1 (stereo not given) | 1
Cn1c(-c2nccn2-c2ccc(Oc3nn[nH]n3)cc2)nc2ccccc21 | -6
NC(=O)C1=COC2=NC(=O)N(Cc3ccccc3C(F)(F)F)CCN12 | -6
Cc1noc(C)c1S(=O)(=O)Nc1cccc(S(=O)(=O)NC2=NCCC2)c1 | -10
Cc1c(CN2CCN(CCC(C)C)C(CCO)C2)c(=O)n(-c2ccccc2)n1C (stereo not given) | 8
c1nc(N2CCC3(CCCO3)CC2)c2ccsc2n1 | 0
Brc1csc(-c2noc(C3CC4CCC3O4)n2)c1 (stereo not given) | -27

Other structures
canonical_smiles | mcGAS MS inh
Cc1nc(N)nc2c1CCCC2 | -12
COc1ccccc1Oc1ccc(NC(=O)C2CCC(=O)NC2)cc1F (stereo not given) | -9
O=C(c1nccn2ccnc12)N1CCC(Oc2ccccc2)C1 (stereo not given) | -9
Cc1nn(C)c(C)c1Cc1nc(N(C)C)no1 | -3
COc1ccc2cc(C3CN(c4ccc(C(=O)N(C)C)cn4)CCO3)ccc2c1 (stereo not given) | -20
Cc1cccc(CSc2ncc(CO)n2CC(=O)NC2CCCC2)c1 | -7
c1ccc(C2CCc3ccccc3O2)cc1 (stereo not given) | -7
COc1ccc(Cl)cc1NC(=O)CN(C)C(=O)c1ccc2ccccc2n1 | -13
CN1CCCn2nc(C(=O)N3CCCC3c3nc(-c4ccccc4)no3)cc2C1 (stereo not given) | -17
COc1cc(C=C2N=C(c3ccc4c(c3)OCO4)OC2=O)cc2c1OCCO2 | 0
O=C(COc1cccc(Br)c1)Nc1nnc(-c2cccnc2)s1 | -5
O=c1ccc(-c2cccnc2)n[nH]1 | -9
Cc1[nH]c2ccccc2c1Cc1n[nH]c(=S)o1 | 12
CC(=O)Nc1ccc(SCCC(=O)Nc2cc(C)on2)cc1 | 9
CC(c1ccc(F)cc1)N(C)C(=O)/C=C/c1ccc(NS(C)(=O)=O)cc1 (stereo not given) | -2
CNc1nc(-c2c(C(=O)OC)c(C)n(C3CC3)c2C)cs1 | 2
CC(c1cccnc1)N1CCN(C2CCN(C)C2=O)CC1 (stereo not given) | 4
O=C(O)c1cccnc1SC1CC(=O)N(c2ccc([N+](=O)[O-])cc2)C1=O (stereo not given) | -6
O=S(=O)(Nc1cccnc1)c1ccc(I)cc1 | -2
CN(Cc1ccc(F)c2cccnc12)CC1CCN(CCO)CC1 | -20
Cc1c(-c2ccccc2F)[nH]c2ccc(CNC(=O)C(C)n3ccnc3)cc12 (stereo not given) | -7
CN(C)CCNC(=S)Nc1ccccc1C(C)(C)C | 3
Cc1nn(C)c(Cl)c1[C@@H]1C[C@H]2CN(CCc3ccccc3)C(=O)[C@]23CCCN13 | 8
CC(C)Oc1ccc(S(=O)(=O)N2CCCCC2)cc1NC(=O)c1ccc(C#N)cc1 | 0
Cn1c(=O)c2c(-c3ccccc3)n(CC(N)=O)cc2n(C)c1=O | 3
CCCN(C(=O)C(C)S(C)(=O)=O)C(CC)c1ccccc1 (stereo not given) | -9
O=C(Cn1c2ccccc2c(=O)c2ccccc21)Nc1cccnc1Cl | -1
